From PubChem
DT40 TDP1 CPT = growth inhibition of DT40 Tdp1-/-;hTDP1 cells with camptothecin (screen for TDP1 inhibitors) | chicken DT40 Tdp1-/-;hTDP1 cells + 20 nM CPT, ATP luminescence, 48 h | Potency, µM (titrated, usually from 46.2 µM), for inactives: at the highest dose activity change, negative = growth inhibition, most hits filed as inhibitors | 420,000 tested, 12% active | AID 686979; also: nearly all actives have a fitted effect of over 55% in size
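Chicken DT40 Tdp1-/- cells stably complemented with human TDP1 were seeded at 400 cells/well in medium containing 20 nM camptothecin, exposed to pin-transferred compounds, and grown at 37 °C for at least 48 hr. Viability was read as ATP luminescence.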
N370S GC mod = inhibits or activates N370S mutant glucocerebrosidase; P04062; N370S GC spleen homogenate, 4MU-glucoside fluorescence; Potency, µM (titrated, usually from 59.4 µM), without a hit: at the top dose activity change, negative = inhibition, hits mostly inhibitors; 330,000 tested, 0.092% active;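 also: 0% = full enzyme activity and -100% = no enzyme basal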
FEN1 inh = blocks human flap endonuclease 1. AID 588795. Recombinant FEN1 flap cleavage, fluorescence, 15 min. Potency, µM (top dose mostly 114 µM), inactives show top-dose activity change, negative = inhibition, hits mostly inhibitors. 390,000 tested, 0.35% active; also: nearly all actives have a fitted effect of over 65% in size
Target sequence (P39748 whole entry, looked up): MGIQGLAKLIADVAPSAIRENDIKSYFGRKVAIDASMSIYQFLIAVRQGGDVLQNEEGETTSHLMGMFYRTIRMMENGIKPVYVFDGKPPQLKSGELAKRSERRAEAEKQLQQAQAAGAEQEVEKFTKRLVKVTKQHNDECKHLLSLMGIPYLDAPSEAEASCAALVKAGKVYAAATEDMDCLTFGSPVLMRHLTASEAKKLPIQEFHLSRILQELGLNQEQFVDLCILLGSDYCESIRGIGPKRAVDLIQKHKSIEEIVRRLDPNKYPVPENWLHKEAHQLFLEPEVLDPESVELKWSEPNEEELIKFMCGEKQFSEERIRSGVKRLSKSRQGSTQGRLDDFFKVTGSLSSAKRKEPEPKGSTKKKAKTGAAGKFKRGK
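FEN1 at 10 nM, compound pretreatment for 15 min (room temperature), 50 nM final substrate to initiate; endpoint reads at 0 and 15 min; DMSO-only plates used as vehicle background.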
Numbers without * were called inactive; ? = inconclusive; . = not tested or not shown; & = joins results of further samples; [ ] = remark or other dose. Calls follow the shape of the dose curve; as a rule, active = well fitted curve in the direction sought with a large enough effect; inconclusive = small, poorly fitted or top-dose-only effect, or another doubt; inactive = no such curve, though single readings can be large; an effect the other way counts as inactive or inconclusive. Unless noted, % is scaled to controls: 0 for no effect and ±100 for the full control effect; potency is read from the fitted curve at half-maximal effect. A portion of the library; rates above refer to the full screens.

SMILES	DT40 TDP1 CPT	N370S GC mod	FEN1 inh
O=C(NC1CCCCCC1)C1CCN(C(=O)c2cccc(Cl)c2)CC1	-19%	6%	15%
Cc1ccc(NC(=S)Nc2ccc3cn[nH]c3c2)cc1	-20%	-20%	12%
C/C(=N\Nc1nc(C(C)(C)C)cs1)c1ccccc1	23µM*	-13%	-5%
COc1cc(OC)c(NC(=S)Nc2cccc(C)c2)cc1Cl	-27%	18%	1%
Cc1ccccc1C(=O)Nc1cccc(NC(=O)c2ccccc2[N+](=O)[O-])c1	-8%	1%	14%
COc1ccc(Cc2nnc(-c3cccc(C)c3)o2)cc1OC	?	?	1%
Oc1ccc(-c2csc(Nc3ncccn3)n2)c(O)c1	-14%	-10%	-2%
Cc1ccc(CN2CCCN(Cc3c(F)cccc3Cl)S2(=O)=O)cc1	-4%	17%	-6%
Cc1ccc2c(c1)cc(CN(Cc1ccc3c(c1)OCO3)S(=O)(=O)c1ccccc1)c1nnnn12	?	5%[2.35 µM]	2%
Cc1csc(NC(=O)Cn2cnnn2)n1	-3%	2%	-1%

Next part, starting with the last 6 of the part before.
SMILES	DT40 TDP1 CPT	N370S GC mod	FEN1 inh
Cc1ccccc1C(=O)Nc1cccc(NC(=O)c2ccccc2[N+](=O)[O-])c1	-8%	1%	14%
COc1ccc(Cc2nnc(-c3cccc(C)c3)o2)cc1OC	?	?	1%
Oc1ccc(-c2csc(Nc3ncccn3)n2)c(O)c1	-14%	-10%	-2%
Cc1ccc(CN2CCCN(Cc3c(F)cccc3Cl)S2(=O)=O)cc1	-4%	17%	-6%
Cc1ccc2c(c1)cc(CN(Cc1ccc3c(c1)OCO3)S(=O)(=O)c1ccccc1)c1nnnn12	?	5%[2.35 µM]	2%
Cc1csc(NC(=O)Cn2cnnn2)n1	-3%	2%	-1%
C=CC[C@@H](Cc1ccc(F)cc1)C(=O)OC[C@@H]1CCCN1C(=O)[C@@H](CC=C)CC(=O)NCCO	-1%	.	-1%
Cc1ccc(N2C(=O)C3C=NNC3C2=O)cc1 (stereo unspecified)	7%	4%	-2%
COC(=O)c1c(CCl)noc1C(=O)NC(C)C	?	3%	-2%
COc1cc2ccccc2cc1C(=O)N1CCN(C(C)=O)CC1	16%	-3%	-10%
CCC(C)NC(=O)CSc1nc2cc3c(cc2c(=O)n1CCCCCC(=O)NCc1ccc2c(c1)OCO2)OCO3 (stereo unspecified)	-4%	.	24%
COc1ccc(CCNc2nncc(=O)[nH]2)cc1OC	0%	.	0%
COc1ccc(C(=S)N2CCOCC2)cc1OS(=O)(=O)c1ccc(Br)cc1	?	-5%	-12%
CN(Cc1ccccc1)C(=O)c1ccc(NC(=O)Cc2ccc(NC(=O)C3CCCN(C(=O)C4CCCCC4)C3)cc2)cc1 (stereo unspecified)	?	.	0%
COc1ccc(-c2nc3ncccc3n2O)cc1	-4%	-19%	0%
COc1cccc(C(=O)Nc2ccc(C3CC3(Cl)Cl)cc2)c1 (stereo unspecified)	?	22%	-23%
Cc1cc(C)n(-c2ccc(C(=O)Nc3cccc([N+](=O)[O-])c3)cc2)n1	-23%	-8%	-2%
COc1ccc(NC2CCCN(C(=O)CCn3cccn3)C2)cc1 (stereo unspecified)	10%	-2%	-6%
CCOc1ccccc1NC(=O)C1CCCN(S(=O)(=O)c2c(C)[nH]c(=O)[nH]c2=O)C1 (stereo unspecified)	3%&22%	2%	-1%&-4%
C=CCNC(=O)COc1cc(C)ccc1C	-22%	2%	3%
COc1cccc(-c2noc(C3CCCN(C(=O)c4ccc(F)cc4)C3)n2)c1 (stereo unspecified)	12%	-8%	1%
COc1ccc(CN(Cc2cc3cc(C)ccc3[nH]c2=O)C(=O)N(C)C)cc1	?	4%	-9%
CCCCN1C2CCCC1CC(NC(=O)C1CCCCC1)C2 (stereo unspecified)	0%	2%	0%
COc1ccc(Nc2oc(/C=C/c3ccccc3OC)nc2C#N)cc1	?	.	-11%
Cc1ccc(-c2nn(-c3ccccc3)cc2C(=O)N2CCOCC2)cc1	-4%	-3%	-2%
CCCCSc1nc(C)cc(NC(=S)Nc2ccc(OC)cc2)n1	-15%	19%	-9%
O=C(CSc1nnc(Cc2cc(=O)[nH]c(=O)[nH]2)n1-c1ccc(Cl)cc1)NC1CCCC1	13%	-13%	-12%
O=C(NNC(=O)c1cccs1)c1ccc(Br)cc1	1%	2%	2%
CC(=O)NCCn1c(SCc2ccc(C)cc2)nc2ccccc2c1=O	23µM*	4%	4%
C=C(C)CNC(=S)Nc1cccc2cnccc12	-6%	8%	29%
CCCCNC(=O)Oc1cccc(N2CCCC2=O)c1	-9%	-2%	8%
O=C(c1ccc(F)c(S(=O)(=O)N2CCOCC2)c1)N1CCc2ccccc21	?	1%	-3%
CS(=O)(=O)c1ccc(Cl)c(NC(=O)CCCc2nc3ccccc3c(=O)[nH]2)c1	-12%	3%	1%
COc1ccc(-c2ccnc(-c3ccc(OCCCF)cc3)n2)cc1	?	-1%	-7%
O=C(c1ccncc1)N1CCc2ccccc2C1	9%	-2%	-5%
CCn1c(C2CCN(S(=O)(=O)c3ccc(OC)cc3)CC2)n[nH]c1=S	-9%	-5%	1%
C=CCOn1c(=O)c(-c2cccs2)[n+]([O-])c2ccccc21	23µM*	23%	6%
O=C(CN(CC1CCCO1)C(=O)CNS(=O)(=O)c1ccc(F)cc1)NCc1ccc(F)cc1 (stereo unspecified)	11%	-12%	-4%
Cc1cc(C)cc(OCC(=O)OCC(=O)Nc2cc(S(=O)(=O)N3CCOCC3)ccc2Cl)c1	-9%	.	-9%
Cc1ccc(C(=O)COC(=O)CCN2C(=O)C3C4C=CC(C5CC45)C3C2=O)cc1 (stereo unspecified)	0%	0%	-18%
COc1ccc(CCNC(=O)c2cc(C)nc3c2c(C)nn3-c2ccc(C)cc2)cc1OC	?	.	8%
Cn1c(=O)c2c(nc(Oc3ccc(C#N)cc3)n2Cc2ccc(Cl)cc2Cl)n(C)c1=O	-12%	.	17%
CC(=O)c1cc(F)ccc1OCC(=O)N1CCCc2ccccc21	?	4%	-3%
NS(=O)(=O)c1ccc(NC(=O)COC(=O)c2c3c(nc4ccccc24)/C(=C\c2ccc4c(c2)OCO4)CCC3)cc1	18µM*	-8%	-3%
COCCCN1C(=O)C(=O)/C(=C(/O)c2ccc(S(=O)(=O)N3CCCCC3)cc2)C1c1cccc(OC)c1 (stereo unspecified)	-5%	-8%	4%
CCOc1ccc(-c2cnc3n2CCCCC3)cc1	?	-1%	8%
Cc1cc(C)n(-c2nc(NC(C)C)nc(NC(C)(C)C)n2)n1	1.3µM*	.	11%
O=C(O)C1CCCN1S(=O)(=O)c1cccc(S(=O)(=O)N2CCCC2C(=O)O)c1 (stereo unspecified)	-4%	3%	-3%
CN(CC(=O)Nc1ccccc1C(F)(F)F)C(=O)COc1ncnc2ccccc12	2%	1%	-3%
Cc1cc(C)c2c(N)c(C(=O)c3ccc(Cl)c(Cl)c3)sc2n1	?	23%	-14%
CCN(C[C@H]1N[C@@](C)(C(=O)OC)[C@H]2C(=O)N(Cc3ccccc3)C(=O)[C@@H]12)C(=O)c1ccc(C)cc1	-4%	.	1%
N#CC[C@H](Cc1ccccc1)N1CC[C@@H](O)CCC1=O	-26%&0%	-12%	-5%&-7%
O=C(COc1ncnc2ccccc12)NC1CCCCC1	-3%	.	11%
C/C(=C\c1ccccc1)CN1CCC(C(=O)N2CCCCC2)CC1	-15%	-20%	4%
Cc1ccc(S(=O)(=O)Nc2nc(-c3ccc(F)cc3)cs2)cc1	3%	-17%	0%
CC(C)CC1NC(=O)N(CC(=O)Nc2ccc(OC(F)F)cc2)C1=O (stereo unspecified)	15%	-4%	1%

5 neighbouring records from above, quoted:
SMILES	DT40 TDP1 CPT	N370S GC mod	FEN1 inh
Cc1cc(C)c2c(N)c(C(=O)c3ccc(Cl)c(Cl)c3)sc2n1	?	23%	-14%
CCN(C[C@H]1N[C@@](C)(C(=O)OC)[C@H]2C(=O)N(Cc3ccccc3)C(=O)[C@@H]12)C(=O)c1ccc(C)cc1	-4%	.	1%
N#CC[C@H](Cc1ccccc1)N1CC[C@@H](O)CCC1=O	-26%&0%	-12%	-5%&-7%
O=C(COc1ncnc2ccccc12)NC1CCCCC1	-3%	.	11%
C/C(=C\c1ccccc1)CN1CCC(C(=O)N2CCCCC2)CC1	-15%	-20%	4%

Remaining list, next part:
SMILES	DT40 TDP1 CPT	N370S GC mod	FEN1 inh
CC1(C)c2ccccc2-c2nc3ccccc3cc2C1N1CCOCC1 (stereo unspecified)	2%	.	-3%
O=C(Nc1ccccc1OC(F)F)c1ccccc1	-9%	5%	-3%
CCCN(Cc1nnc(-c2cccs2)o1)C(=O)CN1C(=O)NC2(CCC(C)CC2)C1=O (stereo unspecified)	4%	.	-17%
CCOC(=O)c1cccc(NC(=O)CSc2nnc(C3CCCCC3)n2CC)c1	?	7%[2.35 µM]	-3%
CC(C)c1onc(C(=O)N2CCOCC2)c1[N+](=O)[O-]	-14%	-2%	0%
C#CCNC(=O)C1=C[C@@H](c2ccc(Br)cc2)[C@H](CCCO)[C@@H](OCC)O1	15µM*	17%	0%
COC(=O)c1ccc(C2SCC(=O)N2Cc2ccccc2)cc1 (stereo unspecified)	-5%	1%	16%
O=C(O)CSCc1ccc(Cl)cc1	-18%	8%	2%
COCCN(C(=O)CC(C)(C)C)c1nnc(-c2cccnc2)s1	-24%	0%	-7%
Cc1cc(NCc2ccc(F)cc2)nc2cc(Cl)ccc12	0%	-14%	-21%

Four compounds drawn at random from those above, as already listed:
SMILES	DT40 TDP1 CPT	N370S GC mod	FEN1 inh
CCOC(=O)c1cccc(NC(=O)CSc2nnc(C3CCCCC3)n2CC)c1	?	7%[2.35 µM]	-3%
O=C(O)CSCc1ccc(Cl)cc1	-18%	8%	2%
CCCN(Cc1nnc(-c2cccs2)o1)C(=O)CN1C(=O)NC2(CCC(C)CC2)C1=O (stereo unspecified)	4%	.	-17%
COC(=O)c1ccc(C2SCC(=O)N2Cc2ccccc2)cc1 (stereo unspecified)	-5%	1%	16%

Next section.
SMILES	DT40 TDP1 CPT	N370S GC mod	FEN1 inh
COC(=O)CCC(=O)OC1(C)C(=O)C=C2C=C(C3CC3)N(c3cccc(C#N)c3)C=C2C1=O (stereo unspecified)	?	-23%[12.8 µM]	1%
COc1ccc(NC(=O)NCCN2CCN(c3cccc(Cl)c3)CC2)cc1	-27%	?	8%
O=C(Nc1ccccn1)c1cc2ccccc2o1	10µM*	1%	-13%
O=C(Nc1ccc(S(=O)(=O)Nc2ncccn2)cc1)c1cccc(S(=O)(=O)N2CCCC2)c1	-19%	-14%	-12%
COc1ccc2c(c1)c(C(O)CN1CCC(Cc3ccccc3)CC1)c(C)n2C (stereo unspecified)	?	-2%	-4%
CCCSc1ncc(Cl)c(C(=O)Nc2c(C(=O)c3ccc(C)cc3)oc3ccccc23)n1	-3%	.	2%
O=C(CSc1cccc[n+]1[O-])Nc1cc2c(cc1Cl)C(=O)c1ccccc1C2=O	21µM*	5%	-10%
CC(C)N(C(=O)CSc1ccc(S(=O)(=O)N2CCCCC2)cn1)c1ccccc1	?	.	-17%
Cc1ccc(S(=O)(=O)N2CCN(C3CC(=O)N(CCc4ccccc4)C3=O)CC2)cc1C (stereo unspecified)	?	15%	1%
O=C(/C=C/Sc1ccc(C(F)(F)F)cn1)c1ccccc1	2.9µM*	4%	-6%
